NR1D1 modulator: Rev-erb alpha (human) modulation | activity, % at 10 µM | Rev-erbα–FITC-DNA binding, fluorescence polarization, 90 min | AID 1259318 | 370,000 compounds, 0.79% hits | P20393;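 active means activity above about 14%, limit read from the data; passing the limit was not always enough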;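 further: 0% = DMSO wells with 35 nM protein and 100% = DMSO wells with 750 nM protein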
DDE Tn6 FP inh: inhibitors of Tn6 peptide binding to human fibrin DD(E); P02675; Fibrin DD(E) TRITC-Tn6 fluorescence polarization displacement; 370,000 compounds, 0.21% hits; inhibition, % at 8.3 µM;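 active means inhibition above a per-campaign cutoff: mean of compounds within control limits plus 3 SD, cut at about 15% in these data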;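 further: 0% = median of all compound wells on the plate and 100% = blocking peptide control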
Target sequence (P02675 whole entry, looked up): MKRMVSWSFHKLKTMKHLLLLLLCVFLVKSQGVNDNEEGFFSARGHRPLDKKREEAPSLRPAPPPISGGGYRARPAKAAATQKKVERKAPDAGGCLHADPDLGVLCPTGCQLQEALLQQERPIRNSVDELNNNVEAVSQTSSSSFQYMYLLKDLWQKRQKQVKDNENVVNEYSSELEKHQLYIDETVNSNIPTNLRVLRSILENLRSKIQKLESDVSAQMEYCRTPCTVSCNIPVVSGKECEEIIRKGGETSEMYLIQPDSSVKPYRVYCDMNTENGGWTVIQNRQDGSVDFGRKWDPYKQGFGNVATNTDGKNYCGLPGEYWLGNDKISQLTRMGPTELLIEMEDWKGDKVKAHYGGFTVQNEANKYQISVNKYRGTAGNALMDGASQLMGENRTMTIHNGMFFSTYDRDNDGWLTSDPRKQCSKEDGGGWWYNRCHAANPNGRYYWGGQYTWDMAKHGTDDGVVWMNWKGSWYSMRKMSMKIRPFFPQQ
PLC-beta3 inh: PLC-beta3 (human) inhibition, primary screen | Q01970 | 370,000 compounds, 0.18% hits | Purified PLC-beta3, fluorogenic substrate, fluorescence | inhibition, % at 12.2 µM | AID 720704; in the data active means inhibition above about 11%;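 further: 0% = median of compound wells on plate and 100% = full blocker control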
ARFGAP1 inh: inhibitors of rat ARFGAP1 | Q62848 | Arfgap1-stimulated ARF1 GTP hydrolysis, GDP FP detection | inhibition, % at 16.5 µM | 360,000 compounds, 0.26% hits;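 active means inhibition above a per-plate limit, mean inhibition of low control wells plus 3 SD, cut at about 25% in these data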;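 further: 0% = DMSO wells with enzyme and 100% = wells lacking Arfgap1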
Target sequence (Q62848 1-136 limits assumed): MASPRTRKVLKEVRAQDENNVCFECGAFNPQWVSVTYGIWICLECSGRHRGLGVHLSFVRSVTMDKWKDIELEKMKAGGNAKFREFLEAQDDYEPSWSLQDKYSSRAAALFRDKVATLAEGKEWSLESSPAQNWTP
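System: truncated rat Arfgap1 GAP domain / Medium: HEPES-based buffer, pH 7.5 / Also added: N-terminally truncated human ARF1-GTP substrate / Incubation: enzyme reaction 120 min at 25 °C after 20 min preincubation / Measured by: FP of antibody-bound GDP Alexa 633 tracer, ex 620/em 688 nm / Replicates: singlicate, each compound tested once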
PLCg1 inh: PLC-gamma1 (human) inhibition, primary screen; purified PLC-gamma1, fluorogenic substrate, fluorescence; inhibition, % at 12.2 µM; P19174; 370,000 compounds, 0.84% hits; AID 720700; in the data active means inhibition above about 9.5%
sPLA2-III inh: Blocks human group III sPLA2 activity | Q9NZ20 | QFRET BODIPY PC-A2 liposome hydrolysis, fluorescence | inhibition, % at 12.2 µM | 370,000 compounds, 0.56% hits;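 active means inhibition above mean plus 3 SD of compounds lying within the high and low control bounds, cut at about 19% in these data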;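 further: 0% = median of test compound wells and 100% = no enzyme DMSO wells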
ASAP1 inh: blocks human ASAP1-stimulated Arf1 GTP hydrolysis. GDP FP detection. Q9ULH1. inhibition, % at 16.5 µM. 360,000 compounds, 0.19% hits. AID 624377; in the data active means inhibition above about 25%;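 further: 0% = vehicle with enzyme and substrate and 100% = no enzyme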
proKLK7 act: proKLK7 (human) activation, primary screen | activation, % at 7 µM | purified proKLK7, EDANS-DABCYL substrate fluorescence; 100% is mature enzyme control, 0% vehicle | 370,000 compounds, 0.9% hits;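 active means activation above the mean of all tested compounds plus 3 SD, computed per campaign excluding outliers beyond control limits, cut at about 13% in these data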
Target sequence (P49862 whole entry, looked up): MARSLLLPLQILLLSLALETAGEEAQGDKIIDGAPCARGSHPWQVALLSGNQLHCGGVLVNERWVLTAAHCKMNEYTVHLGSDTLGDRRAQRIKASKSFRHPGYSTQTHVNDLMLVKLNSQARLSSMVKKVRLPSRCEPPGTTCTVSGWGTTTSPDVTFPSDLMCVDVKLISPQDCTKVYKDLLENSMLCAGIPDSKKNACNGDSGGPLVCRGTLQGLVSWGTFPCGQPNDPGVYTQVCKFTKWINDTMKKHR
UHRF1 MBD2 ctr: blocks human UHRF1 binding to methylated DNA; Q96T88; UHRF1 binding to methylated oligo, TR-FRET; inhibition, % at 4.4 µM; 370,000 compounds, 0.75% hits; AID 687016; in the data active means inhibition above about 21%;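 further: UHRF1 SRA domain binding a hemimethylated CpG hairpin DNA probe; 0% = median of test compound wells and 100% = reference inhibitor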
Tn7 DDE FP: disrupts Tn7 cyclic peptide binding to fibrin D-Dimer-E complex; 370,000 compounds, 0.13% hits; inhibition, % at 8.3 µM; FP displacement of FITC-Tn7 peptide from fibrin DD(E); 0% = median of compound wells per plate;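 active means inhibition above the mean of compounds falling within the control limits plus 3 SD of them, cut at about 14% in these data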;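 further: 0% = plate median of compound wells and 100% = 10 µM Aha-Tn7 peptide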
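Test system – human fibrin DD(E) · Times – 10 min preincubation, 3 h with tracer, room temperature · Detection – fluorescence polarization of the labelled Tn7 tracer · Measure – percent inhibition normalized to high-control wells · Benchmarks – high control wells with 10 µM unlabelled Aha-Tn7 peptide (full inhibition) · Repeats – singlicate testing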
An asterisk follows results filed as active; i = inactive; x = not tested or not shown; & = joins results of further samples.

SMILES	NR1D1 modulator	DDE Tn6 FP inh	PLC-beta3 inh	ARFGAP1 inh	PLCg1 inh	sPLA2-III inh	ASAP1 inh	proKLK7 act	UHRF1 MBD2 ctr	Tn7 DDE FP
C/C(=N/Oc1nc(C)cc(C)n1)c1ccc(Cl)cc1Cl	-5	-6	2	0	4	-6	-12	-0.2	2	-3
O=C1/C(=C/c2ccccc2)CSc2sccc21	5	10	-3	4	5	-2	-12	0.0	-1	9
O=C(Nc1ccccc1)N1CCN(c2ccc(F)cc2)CC1	4	4	2	1	2	-3	10	-0.6	-2	4
CC(C)OC(=O)CN1C(=O)S/C(=C/c2ccc(N3CCCCC3)o2)C1=O	-6	3	-40	12	-32	-12	7	-7.7	0	2
CC(=O)NCCc1nc2ccccc2n1Cc1ccccc1	-3	-3	2	3	0	1	10	-0.4	0	6
C=CCNC(=S)NNC(=O)c1ccc(=O)n(Cc2ccc(Cl)cc2Cl)c1	-3	-2	0	-3	-1	10	1	0.5	0	-4
Cc1ccc(N2C(=O)N(CC(=O)Nc3ccc(C)c(C)c3)C(=O)C2C)cc1 (stereo unspecified)	2	2	4	5	-1	-6	5	0.4	2	-2
CCNC(=O)COC(=O)c1cc(-c2ccc(OC)cc2)nc2ccccc12	-2	-1	i	-7	i	-15	-9	174*	-6	3
O=C(NC1CCCCC1)N(Cc1cc2cc3c(cc2[nH]c1=O)OCCO3)C1CCCCC1	1	6	-6	-13	-2	3	5	-0.1	3	-1
CCOc1cccc2sc(N3CCN(C(=O)c4ccc5ncsc5c4)CC3)nc12	-4	4	-1	-3	-1	3	-1	0.6	-2	2
CCCCCn1c(SCCN2CCOCC2)nc2c1c(=O)[nH]c(=O)n2C	2	5	3	3	1	-6	12	0.1	-1	6
CCc1nn(CCCC(=O)N2CCC(C)CC2)c(=O)c2cc3occc3n12	-3	-6	-8	15	-3	-3	7	0.4	-2	-6
CCOc1ccc(N(CC(=O)NCCOc2ccccc2OC)S(=O)(=O)c2ccccc2)cc1	0	-3	-6	-13	-4	-46	-13	-0.2	28*	-3
CC(=O)Nc1n[nH]c(S(=O)(=O)Cc2ccc(Cl)cc2Cl)n1	0	5	3	0	3	10	-2	-0.5	0	0
CN(C)S(=O)(=O)c1cccc(NC(=S)N2CCCCC2CO)c1 (stereo unspecified)	0	12	0	-3	0	3	7	0.2	-2	9
CCC(C)[C@H](NC(=O)N1CCN(c2cccc(C(F)(F)F)c2)CC1)C(=O)OC (stereo partly specified)	-5	7	5	0	2	7	8	0.2	0	5
Cc1ccc(S(=O)(=O)N2CCN(C(=O)CSCc3ccc(C(C)C)cc3)CC2)cc1	-11	5	-3	-9	0	-17	-19	0.1	15	-4
CCOc1nc(-c2ccccc2)c2cc(C)ccc2n1	-4	5	-259	-5	-179	2	3	-4.3	1	-4
CCCCn1c(SCC(=O)N2CCCCC2)nc2cc(S(N)(=O)=O)ccc21	-1	6	5	3	8	1	16	0.3	5	4
O=C(NCc1ccco1)C1CCN(C(=O)c2cc3sccc3n2Cc2ccc(Cl)cc2)CC1	2	-1	-7	-9	-1	-18	0	1.0	2	-2
COc1ccc(S(=O)(=O)N(C)C)cc1NCC(=O)Nc1cccc(C#N)c1	11	3	0	-8	0	-6	1	-0.2	-1	-9
Cc1ccc(S(=O)(=O)N2CCCC2C(=O)N2CCN(c3ccccc3)CC2)cc1 (stereo unspecified)	6	4	4	x	0	-3	x	0.1	-3	-8
COC(=O)c1ccccc1NC(=S)NC(=O)COc1ccc(C(C)C)cc1	4	9	1	-3	-3	12	-16	-0.3	-2	6
CCCn1c(=O)cc(N)n(-c2ccc(OC(F)(F)F)cc2)c1=O	0	1	3	-5	5	3	16	-0.1	0	-6
CC(C)CN(C1CCS(=O)(=O)C1)S(=O)(=O)c1ccc(C(C)C)cc1 (stereo unspecified)	8	0	-4	-3	2	0	0	-0.4	-2	0

Further entries follow.
SMILES	NR1D1 modulator	DDE Tn6 FP inh	PLC-beta3 inh	ARFGAP1 inh	PLCg1 inh	sPLA2-III inh	ASAP1 inh	proKLK7 act	UHRF1 MBD2 ctr	Tn7 DDE FP
COc1ccc2[nH]c(=O)c(CN(C(=O)c3ccco3)C(C)C)cc2c1	-2	-9	-21	-11	-10	1	10	0.8	-2	-3
Cc1cc(C)c(C#N)c(SCc2ccccc2C)n1	4	-1	2	-7	0	14	-5	-0.5	4	1
COc1ccc(/C=N/NC(=O)c2ccoc2C)cc1COc1ccc(Cl)cc1	3	-11	5	9	-2	5	1	-0.2	6	-6
Cc1ccc(C(=O)NCC(=O)OCC(=O)N(CC(C)C)c2c(N)n(Cc3ccccc3)c(=O)[nH]c2=O)cc1C	3	8	-3	1	4	-24	-6	0.6	-1	5
CCN1C(=O)N[C@@H](c2cccc(C(F)(F)F)c2)[C@H](C(C)=O)[C@H]1C	-6	11	1	-20	1	2	-1	0.0	3	10
COc1ccc(COC(=O)C2=C(C)NC(=O)NC2c2cc(OC)ccc2OC)cc1 (stereo unspecified)	7	-7	-10	8	-5	-4	2	-0.2	3	-9
CSc1ccccc1C(=O)NCCOc1ccccc1C	0	-9	-2	-10	1	-4	2	0.0	-3	-9
O=C(NN1CCN(Cc2ccccc2)CC1)c1ccc(Cl)cc1	-1	-5	-3	15	-1	-4	15	0.1	0	-8
COc1ccc(-n2c(-c3ccc(C)cc3)n[nH]c2=S)cc1	2	-2	0	-10	5	7	5	-0.1	-3	-2
COCOCCn1cc(CN2CCS(=O)(=O)N(Cc3ccc(-c4cccc(CO)c4)cc3)C(C(C)C)C2=O)nn1 (stereo unspecified)	-2	1	-1	-7	-1	-5	3	0.1	-2	-7
CC1CC2C3CCC4=CC(=O)C=CC4(C)[C@@]3(Cl)C(O)CC2(C)C1(O)C(=O)CO (stereo partly specified)	5	2	-4	23	2	-1	9	-0.4	0	-3
Cn1c(=O)c2c(nc(SC3C(=O)CC(C)(C)CC3=O)n2C)n(C)c1=O	2	3	-1	-2	2	9	6	-0.5	7	6
[O-][n+]1cccc2cccc(O)c21	-2	-4	-65	-1	-42	6	-17	0.0	2	-2
COc1ccc(-c2noc(CN(C)S(=O)(=O)c3ccccc3)n2)cc1OC	0	1	-2	-1	-1	-4	4	-0.3	-4	-2
COc1cccc(/C=C/C(=O)OCC(=O)Nc2cccc(S(=O)(=O)N3CCCCC3)c2)c1OC	-7	-8	-56	5	-36	-28	5	-0.9	-2	-5
COc1ccc(CN2C(=O)c3ccccc3C2c2nnnn2-c2c(C)cccc2C)cc1OC (stereo unspecified)	-3	5	2	-2	1	1	-11	-0.2	-2	-1
CCc1nnc(NC(=O)CCC(=O)NCc2ccccc2OC)s1	-4	3	2	1	3	-4	1	0.2	-1	-5
COc1ccc(-c2ccc3c(n2)CCCN3S(=O)(=O)c2ccccc2C)cc1	2	-1	-7	0	-10	-8	12	1.7	1	-1
Fc1ccc(NC(=S)Nc2cccc3cnccc23)cc1	5	5	-29	0	-10	-1	2	-0.2	0	1
O=C(NC1CCCCCCC1)C1CCN(S(=O)(=O)N2CCC3(CC2)OCCO3)CC1	-1	6	-1	3	-2	13	-2	-0.2	4	-3
Cn1cc(-c2ccc(C(=O)Nc3cccc(Oc4ccccc4)c3)c3occc23)cn1	8	4	-19	3	-13	-18	-5	-1.5	-3	-3
NCC(=O)CCC(=O)O	-2&8	-5	0	-3	3	12	-9	-0.2	1	5
Clc1cc(Cl)cc(Nc2ncn[nH]2)c1	-4	0	2	4	1	-14	3	-0.3	0	6
COc1ccc(C(=O)Nc2cc(C(F)(F)F)ccc2-n2cncn2)cc1	2	-8	6	18	2	11	8	-0.5	7	-3
Cc1ccc(S(=O)(=O)N2CCC(=O)N(C(COCc3cccc(C)c3)C(C)C)CC2)cc1 (stereo unspecified)	1	-2	2	-3	11*	-8	0	0.6	6	-4

New compounds follow:
SMILES	NR1D1 modulator	DDE Tn6 FP inh	PLC-beta3 inh	ARFGAP1 inh	PLCg1 inh	sPLA2-III inh	ASAP1 inh	proKLK7 act	UHRF1 MBD2 ctr	Tn7 DDE FP
CCCn1c2ccccc2c2cnn(CC(=O)N(CC)CC)c(=O)c21	4	-10	-16	14	-6	10	8	0.1	5	-1
COc1ccc([C@H]2CC(=O)C[C@@H](CCn3cc(C(C)C)nn3)O2)cc1	-4	-8	0	-20	3	6	-4	0.1	-4	5
COc1ccccc1CNC(=O)C1CCN(S(=O)(=O)c2ccc3nc4c(c(C(=O)O)c3c2)CCCC4)CC1	1	-4	-11	-8	-1	-3	11	-0.1	0	-3
COc1ccc(C2C(C(=O)N3CCOCC3)=C(C)NC3=C2C(=O)CC(C)(C)C3)c(OC)c1 (stereo unspecified)	0	-1	i	-2	i	1	3	18*	3	-2
CCOC(=O)C1CCN(C(=O)/C(=C/c2ccccc2)NC(=O)c2ccccc2)CC1	6	-2	-5	-6	-2	5	-4	-0.4	0	3
O=C(COc1ccc(Cl)cc1)NCc1nnc(SCC(=O)N2CCCc3ccccc32)o1	-5	-4	0	-7	-1	-1	1	-0.4	1	3
COC(=O)c1cn(Cc2ccc(C(F)(F)F)cc2)cc(F)c1=O	6	1	-9	-4	0	1	1	0.1	1	0
CC(C)(C)OC(=O)N1CCC(C(=O)N[C@H](C(=O)O)c2ccccc2)(c2ccccc2)CC1	0	-1	-4	3	0	-11	-3	0.3	-3	0
Cn1nc(C(=O)N2CCN(C(c3ccccc3)c3ccccc3)CC2)c2ccccc2c1=O	-2	-1	-5	-11	5	-8	7	0.8	6	2
Cc1cc(C)cc(NC(=O)COC(=O)CCCNC(=O)c2ccc(Cl)cc2)c1	-2	2	2	-1	1	-15	-6	0.4	-2	-3
CC(=O)c1cc(CN2CCC(N3CCC(C(=O)NC(C)C)CC3)CC2)cs1	2	2	3	-1	-1	1	-5	0.0	-1	3
CCC(=O)Oc1ccc(/C(CC)=C(\CC)c2ccc(OC(=O)CC)cc2)cc1	5	0	2	-18	6	1	5	0.0	2	-1
O=C(CN1CCOCC1)Nc1ccc(Br)cn1	-2	3	0	-5	-1	-4	-12	-0.2	5	-2
CC1=CC(C)(C(Cl)(Cl)Cl)C(C)=CC1=NO (stereo unspecified)	-2	0	-2	2	0	5	-12	0.7	1	4
COc1ccccc1CNC1CCCc2ccccc21 (stereo unspecified)	-7	-3	-4	-7	1	4	-6	-0.2	2	7

Bioassay records: PubChem, several laboratories
